BLM helicase inh: Bloom syndrome helicase (human) inhibition; Potency, µM (titrated, usually from 56.1 µM), without a hit: at the top dose activity change, negative = inhibition, usual class: inhibitors; 0.2% of 350,000 active; P54132; recombinant BLM DNA unwinding, fluorescence dequenching; AID 2528;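 also: plate controls were vehicle for no effect and no enzyme for full effect; nearly all actives have a fitted effect of over 35% in size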
Anesthetic bind: candidate novel general anesthetic via apoferritin binding | Potency, µM (series often up to 77.5 µM), inactives show at the highest dose activity change, negative = displacement, most hits filed as inhibitors | apoferritin/1-aminoanthracene competitive binding, fluorescence | 0.074% of 350,000 active | P02791; also: nearly all actives have a fitted effect of over 20% in size
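Read-out: endpoint 1-AMA fluorescence, excitation 380 nm and emission 535 nm, after compounds sit 10 min at room temperature with 10 uM horse-spleen apoferritin in 50% saturated 1-AMA/PBS. Values come from four-parameter Hill fits.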
APEX1 inh: inhibitors of human APE1 endonuclease | AID 2517 | Potency, µM (top dose mostly 65.8 µM), without a hit: at the top dose activity change, negative = inhibition, hits mostly inhibitors | 0.35% of 350,000 active | P27695 | recombinant APE1, TAMRA/BHQ-2 abasic DNA cleavage fluorescence;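 also: plate controls were vehicle for no effect and reference inhibitor for full effect; nearly all actives have a fitted effect of over 55% in size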
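APE1 at 0.75 nM final was preincubated with compound 15 min at room temperature, then 50 nM double-stranded THF abasic-site substrate (5'-TAMRA/3'-BHQ-2) was added. Fluorescence (ex 525/em 598 nm) was read kinetically; third-minus-first read gave activity.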
An asterisk follows results filed as active; ? = inconclusive; & = joins results of further samples; [ ] = remark or other dose. Calls follow the shape of the dose curve; as a rule, active = well fitted curve in the direction sought with a large enough effect; inconclusive = small, poorly fitted or top-dose-only effect, or another doubt; inactive = no such curve, though single readings can be large; an effect the other way counts as inactive or inconclusive. Unless noted, % is scaled to controls: 0 for no effect and ±100 for the full control effect; potency is read from the fitted curve at half-maximal effect. Not all compounds are listed; rates above refer to the full screens.

Second line of a record – BLM helicase inh | Anesthetic bind | APEX1 inh
CNC(=O)[C@H](C)/C=C(\c1cccnc1)C(NC(=O)OCc1ccccc1)c1ccc(C(=O)OC)cc1 (stereo not given in full)
  -1% | -1% | -3%
CCOC(=O)CCN1C(=O)[C@H]2[C@@H]3[C@H](O)C=CC(=O)[C@H]3CC[C@H]2C1=O
  1%[12.4 µM] | 5%[15.3 µM] | 18%[12.4 µM]
C[C@@H](c1ccccc1)N1C(=O)[C@H]2[C@H]3[C@H](O)[C@H](O)C/C(=N/NC(=O)OCc4ccccc4)[C@@H]3CC[C@@H]2C1=O
  1%[12.4 µM] | -11%[15.3 µM] | 9%[12.4 µM]
C[C@@H]1C=CCC(=O)OC[C@H](C)C(=O)OC[C@H]2O[C@H]1C=C[C@H]2O
  4%[12.4 µM] | 5%[15.3 µM] | 18%[12.4 µM]
CO/N=C(\C)CCN1CCCCc2nc(C)c(C)cc21
  1%[12.4 µM] | -11%[15.3 µM] | -4%[12.4 µM]
COC(=O)C(/C=C/C(C)Cc1cc(Br)cc(OCc2ccccc2)c1OC)OCc1ccccc1 (stereo not given)
  1%[12.4 µM] | -1%[15.3 µM] | 4%[12.4 µM]
CCCn1c(-c2ccc(F)cc2)nc2c(NCCN(C)C)nc(C)nc21
  -10% | -1% | 9%
CCCCCCCC#Cc1ccccc1/C=N/S(=O)C(C)(C)C (stereo not given)
  -2%[12.4 µM] | -19%[15.3 µM] | ?
CCCc1cc2c(c(=O)o1)C(O)C1OC1C2=O (stereo not given)
  2%[12.4 µM] | -2%[15.3 µM] | 4%[12.4 µM]
CCCCNc1nc(C)nc2c1nc(-c1ccccc1)n2CCCN(C)C
  3% | 5% | 0%
C=CC[C@@H]1C=C[C@@H](O/N=C\[C@@H](OC)[C@H](C)/C=C\CC(=O)OC)[C@@H](CO)O1
  4%[12.4 µM] | -12%[15.3 µM] | -4%[12.4 µM]
CCOC(=O)CCN1C(=O)[C@H]2[C@H]3[C@H](O)[C@H](O)C/C(=N/O[C@@H]4O[C@@H](COC(C)=O)[C@@H](OC(C)=O)[C@@H](OC(C)=O)[C@H]4OC(C)=O)[C@@H]3CC[C@@H]2C1=O
  -2%[12.4 µM] | -5%[15.3 µM] | ?
COC(=O)[C@@H]1C[C@@]2(O)[C@@H](O)[C@@H](O)[C@@H](O)C[C@H]2N1Cc1cc(F)ccc1F
  4% | 0% | -2%
CCC1=C2CC[C@H]3C(=O)N(C)C(=O)[C@H]3[C@H]2[C@@]2(Cc3ccccc3)C(=NCC3CC3)OC(=O)N2C1=O
  2% | 3% | -8%
CCN1C(=O)[C@@H]2[C@H]3C(=CC[C@H]2C1=O)C(=O)[C@H]1OC1[C@H]3O (stereo not given in full)
  4%[12.4 µM] | 4%[15.3 µM] | 29%[12.4 µM]
CC(C)[C@@H](OCc1ccccc1)[C@H](C)/C=N\OC[C@@H](C)[C@H](OCc1ccccc1)C(C)C
  1%[12.4 µM] | -4%[15.3 µM] | -2%[12.4 µM]
CO[C@@H]1COC(=O)[C@H]2CCCN2C(=O)[C@@H](C)COC(=O)CCC[C@H]1C
  -1%[12.4 µM] | 5%[15.3 µM] | ?
O=C1CCC[C@@H](C(C(=O)OCc2ccccc2)C(=O)OCc2ccccc2)C1
  -4%[12.4 µM] | -11%[15.3 µM] | -4%[12.4 µM]
COc1ccc(OC)c(C2OCCC=CC2C)c1 (stereo not given)
  0%[12.4 µM] | -2%[15.3 µM] | ?
COC(=O)[C@@]1(Cc2ccccc2)[C@H]2c3cc(C(=O)N4CCCC4)n(CCc4ccccn4)c3C[C@H]2CN1C(=O)c1ccccc1
  1% | 2% | 1%
C[C@]12CC[C@H]3c4ccc(OC[C@H]5CO5)cc4CC[C@H]3[C@H]1CC[C@@H]2O
  -2%[12.4 µM] | -11%[15.3 µM] | 27%[12.4 µM]
COc1ccc(OC2C=CC(c3ccccc3)OC2CO)c(C(C)=O)c1 (stereo not given)
  6%[12.4 µM] | -2%[15.3 µM] | ?
COC(=O)C(C(C)=O)C(=O)C(Cc1ccccc1)NC(=O)OCc1ccccc1 (stereo not given)
  -2%[12.4 µM] | -13%[15.3 µM] | 4%[12.4 µM]
COC(=O)CNC(=O)C1(C)C=CC2(CCCCC2)N1C(=O)OC (stereo not given)
  4% | 3% | -4%
COc1cccc([C@H](O)Cn2cc(-c3cccc(CON=C(C)C)c3)nn2)c1
  0%[12.4 µM] | 3%[15.3 µM] | -6%[12.4 µM]
C/C=C\C1=C(CO)C(=O)[C@@H]2OC2C1=O (stereo not given in full)
  -5%[12.4 µM] | 4%[15.3 µM] | 1.6µM*
COc1ccc(COC(=O)N/N=C2/C[C@@H](O)[C@@H](O)[C@@H]3[C@@H]4C(=O)N(Cc5ccccc5)C(=O)[C@H]4CC[C@H]23)cc1
  -3%[12.4 µM] | -1%[15.3 µM] | -11%[12.4 µM]
COC(=O)[C@@H]1C[C@@H]2CC[C@@H](O)C[C@@H]2N1Cc1ccc(N2CCOCC2)cc1
  -1% | -16% | ?
CC(C)c1cccc2nc3c(c([Si](C)(C)C)c12)Cn1c-3cccc1=O
  -10% | 167%[activator] | 10%
Cc1nc(N2CCOCC2)c2nc(-c3ccccc3)n(C(C)CN(C)C)c2n1 (stereo not given)
  4% | -15% | -1%
COc1ccc(-c2nnc3n2N=C(c2ccccc2OC)CS3)cc1
  4% | ? | 0%
C[C@@H](C(=O)Nc1ccc2ccccc2c1)[C@H]1C[C@]1(C)[C@H](NC(=O)c1ccccc1)c1ccccc1
  -5% | -1% | -7%
COC(=O)NC(c1cccc(F)c1)[C@@]1(C(=O)OC)CCCC1=O (stereo not given in full)
  -1%[12.4 µM] | -4%[15.3 µM] | ?
COC(=O)C(C(C)=O)C(NC(=O)NCc1ccccc1)c1ccccc1 (stereo not given)
  2%[12.4 µM] | 1%[15.3 µM] | ?
C=CCC1C=CC(Oc2ccc(OC)cc2)C(CO)O1 (stereo not given)
  4%[12.4 µM] | 2%[15.3 µM] | 15%[12.4 µM]
COc1cccc(-c2nnc3n2N=C(c2c(OC)cccc2OC)CS3)c1OC
  0% | -19% | -1%
O=C(N/N=C1/C[C@@H](O)[C@@H](O)[C@@H]2[C@@H]3C(=O)N(Cc4ccccc4)C(=O)[C@H]3CC[C@H]12)OCc1ccccc1
  -5%[12.4 µM] | -6%[15.3 µM] | -8%[12.4 µM]
Cc1nc(NCc2ccccc2)c2nc(-c3ccccc3)n(CCN(C)C)c2n1
  -1% | -7% | -6%
CCC[C@@H]1C[C@@]1(CCC)C(NP(=O)(c1ccccc1)c1ccccc1)c1ccc(Cl)cc1 (stereo not given in full)
  -11% | 7% | -5%
COc1cccc(C2=Nn3c(nnc3-c3ccccc3C)SC2)c1
  -9% | ? | 12%

A second format for some results above:
BLM helicase inh,Anesthetic bind,APEX1 inh,molecule
-2%[12.4 µM],-11%[15.3 µM],27%[12.4 µM],C[C@]12CC[C@H]3c4ccc(OC[C@H]5CO5)cc4CC[C@H]3[C@H]1CC[C@@H]2O
6%[12.4 µM],-2%[15.3 µM],?,COc1ccc(OC2C=CC(c3ccccc3)OC2CO)c(C(C)=O)c1 (stereo not given)
-2%[12.4 µM],-13%[15.3 µM],4%[12.4 µM],COC(=O)C(C(C)=O)C(=O)C(Cc1ccccc1)NC(=O)OCc1ccccc1 (stereo not given)
4%,3%,-4%,COC(=O)CNC(=O)C1(C)C=CC2(CCCCC2)N1C(=O)OC (stereo not given)
0%[12.4 µM],3%[15.3 µM],-6%[12.4 µM],COc1cccc([C@H](O)Cn2cc(-c3cccc(CON=C(C)C)c3)nn2)c1
-5%[12.4 µM],4%[15.3 µM],1.6µM*,C/C=C\C1=C(CO)C(=O)[C@@H]2OC2C1=O (stereo not given in full)
-3%[12.4 µM],-1%[15.3 µM],-11%[12.4 µM],COc1ccc(COC(=O)N/N=C2/C[C@@H](O)[C@@H](O)[C@@H]3[C@@H]4C(=O)N(Cc5ccccc5)C(=O)[C@H]4CC[C@H]23)cc1
-1%,-16%,?,COC(=O)[C@@H]1C[C@@H]2CC[C@@H](O)C[C@@H]2N1Cc1ccc(N2CCOCC2)cc1
-10%,167%[activator],10%,CC(C)c1cccc2nc3c(c([Si](C)(C)C)c12)Cn1c-3cccc1=O

Next records:
| SMILES | BLM helicase inh | Anesthetic bind | APEX1 inh |
| --- | --- | --- | --- |
| CO[C@H]1COC(=O)[C@@H](C)NC(=O)C/C=C\[C@@H](C)[C@H](OC)COC(=O)C/C=C\[C@@H]1C | 1%[12.4 µM] | 5%[15.3 µM] | ? |
| CCCN1[C@H](C(=O)OC)C[C@@]2(O)[C@@H](O)[C@@H](O)[C@@H](O)C[C@@H]12 | -7% | -15% | 15% |
| Cc1ccc(CNC(=O)[C@H](C)[C@H]2C[C@]2(C)[C@H](NC(=O)OCc2ccccc2)c2ccccc2)c(F)c1F | -12% | 17% | -6% |
| COc1ccc(-c2nnc3n2N=C(c2ccc(OC)c(OC)c2)CS3)cc1 | 1% | -4% | 10% |
| CO[C@@H]1COC(=O)[C@H](COCc2ccccc2)NC(=O)C/C=C\[C@@H](C)[C@H](OC)COC(=O)[C@@H](C)NC(=O)C/C=C\[C@H]1C | -4%[12.4 µM] | -8%[15.3 µM] | ? |
| CCN(CC)CCCC(C)n1c(-c2ccccc2)nc2c(NC3CCCCC3)nc(C)nc21 (stereo not given) | -3% | -16% | 1% |
| CCC1=C2CC[C@H]3C(=O)N(c4ccccc4)C(=O)[C@H]3[C@H]2[C@@]2(Cc3ccccc3)C(=NCC3CC3)OC(=O)N2C1=O | -6% | -1% | -3% |
| COc1ccc(OC2C=CC(c3ccccc3)OC2CO)cc1 (stereo not given) | -1%[12.4 µM] | -4%[15.3 µM] | ? |
| Cc1noc(C)c1-c1ccc2ncnc(NCc3ccc4[nH]ccc4c3)c2c1 | 3% | -13% | ? |
| COC(=O)N1[C@H](Cc2ccccc2)C=C[C@]1(C)C(=O)NCc1ccc(N(C)C)cc1 | 1% | -10% | -4% |
| COC(=O)C1=C(C)N(Cc2ccccc2)C2=C3C(=O)CCCC3[C@@](O)(C(=O)OC)C(=O)N2C1c1ccccc1 (stereo not given in full) | 2%&3%[12.4 µM] | -6%&-6%[15.3 µM] | -11%&14%[12.4 µM] |
| Cc1cc(C(=O)O)sc1C(N)C(=O)O (stereo not given) | -3% | -5% | -7% |
| CC1(C)C(=O)C(c2ccccc2)=C2CN3C(=O)N(CCc4ccccc4)C(=O)C3(Cc3ccccc3)C=C21 (stereo not given) | -6% | 8% | 11% |
| CCCn1c(C)nc2c(N(CCN(CC)CC)CCN(CC)CC)nc(C)nc21 | 3% | -10% | -1% |
| COC(=O)[C@@]1(Cc2ccc(F)cc2)[C@H]2c3cc(C(=O)N4CCCC4)n(Cc4ccccn4)c3C[C@H]2CN1C(=O)c1ccccc1 | -3% | 8% | -8% |
| CCOC(=O)N/N=C1/C[C@@H](O)[C@@H](O)[C@@H]2[C@@H]3C(=O)N(C(C)(C)C)C(=O)[C@H]3CC[C@H]12 | 3%[12.4 µM] | -5%[15.3 µM] | 12%[12.4 µM] |
| CC[C@@H](c1ccccc1)n1c(=O)n2n(c1=O)[C@H]1[C@H](O)[C@H]3O[C@@H]3/C(=N/OCc3ccccc3)[C@@H]1CC2 | -7%[12.4 µM] | -4%[15.3 µM] | 30%[12.4 µM] |
| COC(=O)[C@@]1(Cc2ccccc2)[C@H]2c3cc(C(=O)N(C)C)n(Cc4cc(C)n(C)n4)c3C[C@H]2CN1C(=O)c1ccccc1 | 2% | -9% | 11% |
| CC(=O)OC[C@@H]1O[C@H](CCO/N=C(\C)CCN2CCc3nc(-c4ccccc4)c(-c4ccccc4)cc3C2)C=C[C@@H]1OC(C)=O | -1%[12.4 µM] | 2%[15.3 µM] | 25%[12.4 µM] |
| COC(=O)CC1Oc2cc3oc4c5ccccc5oc(=O)c4c3cc2O1 (stereo not given) | 0% | 159%[activator] | -1% |
| CC1Cc2c(-c3ccccc3)nc3c(c2CO1)CN(CCOc1ccccc1)CC3 (stereo not given) | 1%[12.4 µM] | -5%[15.3 µM] | ? |
| O=C1OC(C2=CCCCC2)=NC12CC2 | -1%[12.4 µM] | -7%[15.3 µM] | ? |
| COc1ccc(O[C@H]2C=C[C@@H](c3ccccc3)O[C@H]2COC(=O)CC/C(C)=N\O[C@@H](C)c2cn([C@H]3COC[C@H]3O)nn2)cc1 | 1%[12.4 µM] | 5%[15.3 µM] | 14%[12.4 µM] |

Screening results: PubChem, National Center for Advancing Translational Sciences (NCATS)
